Compound activity (PubChem BioAssay)
Phagocytosis inh = inhibitors of macrophage phagocytosis, primary screen, imaging, J774A.1 cells, IgG beads. inhibition, % at 5 µM. J774A.1 macrophage IgG-bead phagocytosis. 110,000 compounds, 0.07% hits;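 active = inhibition above the mean of the plate negative controls plus 5 SD, cut at about 13% in these data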;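 note: phagocytic index as fraction of beads internalized from green versus red external bead signal; plate controls were DMSO negative control for no effect and cytochalasin-D positive control for full effect; some results beyond the cut were filed as inactive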
E-sel TNF inh = E-selectin induction blockers in HUVEC – imaging, immunofluorescence, high content, primary screen | HUVEC TNFa-induced E-selectin immunofluorescence | AID 1246, 2008 | inhibition, % at 2 µM | 120,000 compounds, 0.71% hits;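 active = inhibition above the batch mean plus 3 SD, and confirmed as a hit on visual image review, cut at about 43% in these data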;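 note: 0% = TNF-stimulated DMSO wells and 100% = unstimulated control wells; not every result past the cut was called active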
Starred values were filed as active, the others as inactive; · = no result given.

Under each structure: Phagocytosis inh | E-sel TNF inh
> CCOc1ccc(N2CCCCn3c2nc2c3c(=O)[nH]c(=O)n2C)cc1
→ 0 | ·
> O=C(c1cnc2sccn2c1=O)N1CCCc2ccccc21
→ -1 | ·
> COC(=O)c1cc(=O)c2ccc(OC)cc2o1
→ -1 | ·
> CCOc1cc(N2CCOCC2)c(OCC)cc1NC(=O)c1nc2nc(C)cc(C)n2n1
→ -1 | ·
> CCc1sc(C(=O)Nc2ccsc2C(=O)OC)cc1Br
→ 0 | ·
> CCOC(=O)c1cnc(-n2nc(C)cc2C)nc1Nc1ccc2c(c1)OCO2
→ 0 | ·
> CCC1CCCCN1Cc1nc2c(c(=O)n(C)c(=O)n2C)n1Cc1cccc2ccccc12 (centres undefined)
→ -2 | ·
> COc1ccc(Br)cc1/C=c1\sc2nc(-c3ccco3)nn2c1=O
→ 0 | ·
> Cn1nc(CC(=O)Nc2cccnc2N2CCOCC2)c2ccccc2c1=O
→ 0 | ·
> Cc1nn(-c2ccccc2)c2sc(C(=O)C(C#N)c3ccccn3)cc12 (centres undefined)
→ -1 | ·
> CCOC(=O)c1ccc(NC(=O)CSc2nc3c(c(=O)n2-c2ccccc2OC)SCC3)cc1
→ 0 | ·
> Cc1ccc(-c2nn3c(-c4ccco4)nnc3c3ccccc23)cc1S(=O)(=O)N1CCOCC1
→ 0 | ·
> COC(=O)c1ccccc1NC(=O)CN1CCC(n2nnc3cc(C)ccc32)CC1
→ 0 | ·
> COC(=O)c1ccc(OC(=O)c2ccc(OCc3c(C)noc3C)c(OC)c2)cc1
→ 0 | ·
> CCOC(=O)c1cc(C#N)c(SCC(=O)c2cc(C#N)c(SC)nc2C)nc1C
→ -1 | ·

Reformatted in markdown: part of the list above
| SMILES | Phagocytosis inh | E-sel TNF inh |
| --- | --- | --- |
| Cc1nn(-c2ccccc2)c2sc(C(=O)C(C#N)c3ccccn3)cc12 (centres undefined) | -1 | · |
| CCOC(=O)c1ccc(NC(=O)CSc2nc3c(c(=O)n2-c2ccccc2OC)SCC3)cc1 | 0 | · |
| Cc1ccc(-c2nn3c(-c4ccco4)nnc3c3ccccc23)cc1S(=O)(=O)N1CCOCC1 | 0 | · |
| COC(=O)c1ccccc1NC(=O)CN1CCC(n2nnc3cc(C)ccc32)CC1 | 0 | · |
| COC(=O)c1ccc(OC(=O)c2ccc(OCc3c(C)noc3C)c(OC)c2)cc1 | 0 | · |
| CCOC(=O)c1cc(C#N)c(SCC(=O)c2cc(C#N)c(SC)nc2C)nc1C | -1 | · |

Remaining list, next part
Under each structure: Phagocytosis inh | E-sel TNF inh
> Cc1ccc(-n2c3c(cc(C(=O)Nc4cccc(C)n4)c2=O)C(=O)CCC3)cc1
→ 1 | ·
> O=c1[nH]c(CSc2nnc(-c3ccco3)n2-c2ccccc2)nc2sc3c(c12)CCC3
→ -1 | ·
> CCCNC(=O)C1CC(=O)N(c2ccc(OCC(=O)Nc3cc(C)cc(C)c3)cc2)C1 (centres undefined)
→ 0 | ·
> O=C(O)CSC12CC3CC(C1)CC(C(=O)O)(C3)C2
→ 1 | ·
> COc1ccc(Cn2c3nc4ccccc4nc3c3c(=O)n(Cc4ccco4)cnc32)cc1
→ 0 | ·
> O=C(Nc1ccccc1N1CCN(c2ccccc2)CC1)C1CCCCC1
→ -1 | ·
> CN1CCc2c(sc3c2C(=O)NC(c2ccc4c(c2)OCO4)N3)C1 (centres undefined)
→ 0 | ·
> Cc1ccc(CN(Cc2cc3cccc(C)c3[nH]c2=O)C(=O)N(C)C)cc1
→ -2 | ·
> Cc1ccccc1C(=O)Nc1nnc(-c2ccco2)s1
→ · | 25
> NS(=O)(=O)c1cccc(NC(=O)CNC(=O)CC23CC4CC(CC(C4)C2)C3)c1
→ · | -12
> CCOc1ccc(NS(=O)(=O)c2ccc3[nH]c(=O)c(=O)[nH]c3c2)cc1
→ · | 23
> Nc1nc(CSc2nc3ccccc3s2)nc(N2CCOCC2)n1
→ · | -16
> O=C(COc1ccccc1/C=C\c1nc(O)c([N+](=O)[O-])c(=O)[nH]1)Nc1ccccc1
→ · | -16
> Cc1c(N=C2SC(CC(=O)Nc3ccccc3)C(=O)N2CCN2CCOCC2)c(=O)n(-c2ccccc2)n1C (centres undefined)
→ · | -27
> COc1ccc(CNC(=O)C/C(C)=N/NC(=O)COc2ccc(Br)cc2)cc1
→ · | -10
> COc1cccc(NC(=O)C(=O)NCCCn2ccnc2)c1
→ · | -17
> Cc1ccc(-c2nn(-c3ccccc3)cc2C(N)=O)o1
→ · | -1
> COc1ccc(N2CCN(Cc3nnnn3C3CCCCC3)CC2)cc1
→ · | -38
> CCOc1ccc(NC(=S)N2CCCN(Cc3cc(C)ccc3C)C2)cc1
→ · | -7
> c1csc(-c2nn3cnnc3c3ccccc23)c1
→ · | 9
> C=CCN(CC=C)C(=O)COC(=O)c1n[nH]c2ccccc12
→ · | -73
> COc1ccc([N+](=O)[O-])cc1N(CC(=O)NCCSc1ccccc1)S(C)(=O)=O
→ · | -10
> Cc1ccc(COc2ccc(/C=N/NC(=O)CN3CCCCC3)cc2)cc1
→ · | -1
> COC(=O)C(C)n1nnc2sc(-c3ccccc3)cc2c1=O (centres undefined)
→ · | 26
> O=[N+]([O-])c1ccc(N2CCN(CC(O)COc3ccccc3)CC2)cc1 (centres undefined)
→ · | 2
> Cc1ccc(/C=C2\Oc3c(ccc(O)c3CN3CCN(C)CC3)C2=O)cc1
→ · | 12
> O=C(Cc1cccs1)Nc1ccc(S(=O)(=O)N2CCCC2)cc1
→ · | -28
> Oc1c(Br)cc(Br)cc1C=NCc1ccccc1
→ · | -10
> O=C(O)CCN(Cc1ccccc1)S(=O)(=O)c1ccccc1Cl
→ · | 11
> CCNC(=O)/C=C/c1ccccc1[N+](=O)[O-]
→ · | -53
> CC12CCC(C/C1=N/NC(=O)COc1ccccc1Cl)C2(C)C (centres undefined)
→ · | -16
> Cc1ccccc1NC(C)C(=O)N/N=C/c1c[nH]c2ccccc12 (centres undefined)
→ · | -16
> O=C(COc1ccc([N+](=O)[O-])cc1)Nc1ccc(CN2CCOCC2)cc1
→ · | -46
> Cc1cccc(C)c1N1CCN(C(=O)N2CCCCC2)CC1
→ · | -13
> Clc1ccccc1-c1nnc(-c2cccs2)o1
→ · | 9
> COc1ccc(CC(=O)OCc2nnc(-c3ccccc3)o2)cc1
→ · | -6
> Cc1cc(C)nc(NC(N)=NC(C)c2ccccc2)n1 (centres undefined)
→ · | -6
> COc1ccccc1CN1CCN(Cc2nc(-c3ccccc3)no2)CC1
→ · | -11
> CCCCN=C1NN=C(c2ccc(C)c(C)c2)CS1
→ · | -48
> CCOC(=O)c1cnc2c(-c3ccccc3)cnn2c1C
→ · | -4
> O=C(NC(CO)C(O)c1ccc([N+](=O)[O-])cc1)C(Cl)Cl (centres undefined)
→ · | -1
> CCOc1ccc(/C=C2\SC(=S)NC2=O)cc1OC
→ · | 12
> Cc1ccc(CO/N=C/c2c(O)cc(C)oc2=O)cc1
→ · | 44
> Nc1cc(N2CCCC2)c(Cl)cc1[N+](=O)[O-]
→ · | -3
> COc1ccc(C2CC(c3cccs3)=NN2S(C)(=O)=O)cc1OC (centres undefined)
→ · | -1

Another view of part of the listing above.
O=C(COc1ccc([N+](=O)[O-])cc1)Nc1ccc(CN2CCOCC2)cc1
- Phagocytosis inh: ·
- E-sel TNF inh: -46
Cc1cccc(C)c1N1CCN(C(=O)N2CCCCC2)CC1
- Phagocytosis inh: ·
- E-sel TNF inh: -13
Clc1ccccc1-c1nnc(-c2cccs2)o1
- Phagocytosis inh: ·
- E-sel TNF inh: 9

More entries follow:
Under each structure: Phagocytosis inh | E-sel TNF inh
> O=C(NNC1CC(=O)N(c2ccc(Br)cc2)C1=O)c1ccco1 (centres undefined)
→ · | -26
> CCOc1ccc(NC(=S)NCCCN2CCN(c3ccc(OC)cc3)CC2)cc1
→ · | 16
> O=C(NC1CCCCCC1)c1cc(-c2ccccn2)nc2ccccc12
→ · | -12
> CC(=O)c1c(C)nc(Nc2nc(C)c3cc(C)ccc3n2)nc1C
→ · | -23
> O=C(CCc1nnc(-c2ccsc2)o1)N1CCc2c(Cl)cccc2C1
→ · | -1
> O=C(CSc1ccc(-c2ccco2)nn1)NC1CCCC1
→ · | 8
> CS(=O)c1ccccc1COC(=O)Nc1ccccc1 (centres undefined)
→ · | -2
> COC(=O)C1CCN(c2ccc([N+](=O)[O-])cc2)CC1
→ · | -16
> Cc1cc2ccccn2c1C(=O)c1nc(NCc2ccco2)ncc1Cl
→ · | 1
> CCS(=O)(=O)c1ccc2oc(Nc3ccc(OC)cc3)nc2c1
→ · | -11
> Cc1ccccc1NC(=O)c1ccc(F)c(S(=O)(=O)N2CCCCC2)c1
→ · | -10
> CS(=O)(=O)Nc1ccc(C(=O)NC2CCCCC2)cc1
→ · | 29
> COc1cc(CSC)nc(-c2ccccc2)n1
→ · | 2
> CCc1nnc(NC(=O)CSc2nnc3c(n2)[nH]c2ccccc23)s1
→ · | 10
> COCCNC(=O)COC(=O)c1cc(-c2ccc(OC)cc2)nc2ccccc12
→ · | 6
> COCCn1c(-c2ccc(-c3ccc([N+](=O)[O-])cc3Br)o2)nc2c1c(=O)[nH]c(=O)n2CC(C)C
→ · | -4
> CN(Cc1ccccc1)C(=O)C(C(=O)c1ccc(F)cc1)n1cc(Cl)ccc1=O (centres undefined)
→ · | -5
> CCn1ncc(NC(=S)Nc2ccc(OC)c(OC)c2)c1C(N)=O
→ · | -24
> CC(C)(C)c1cc(CCC(=O)NN)cc(C(C)(C)C)c1O
→ · | 13
> CCOc1ccccc1NC(=O)CSc1nnc2ccc(-c3cccnc3)nn12
→ · | -77
> CCOC(=O)C1(CC2CC2)CCN(Cc2cn(C)c3ccccc23)CC1
→ · | -47
> CCOc1ccc(C(=O)C(C)=O)c(OCC)c1
→ · | 12
> Cc1ccc(OCCC(=O)OCC(=O)NCCc2ccccc2)cc1
→ · | 10
> O=C(NCCO)/C(=C/c1ccc2c(c1)OCO2)NC(=O)c1ccc(Br)cc1
→ · | -19
> COC(=O)c1ccccc1NC(=O)CSc1nc(C)cc(C)n1
→ · | -10
> COc1ccc(N(C)S(=O)(=O)c2c(C)noc2C)c(OC)c1
→ · | -14
> CCc1ccc(NC(=O)COC(=O)/C=C/c2c(C)nn(C3CCS(=O)(=O)C3)c2Cl)cc1 (centres undefined)
→ · | -12
> Cc1ccc(SCCC(=O)N/N=C/c2ccncc2)cc1
→ · | -5
> CCOC(CNC(=O)c1ccc(CNC(=O)c2ccc(OC)c(OC)c2)cc1)OCC
→ · | -13
> COc1ccc(NC(=O)c2[nH]c(C)c(C(C)=O)c2C)cc1
→ · | -22
> O=C(Nc1ccccc1)OCCCc1ccccc1
→ · | 11
> CCc1ccc2c(c1)C1(SC(NC(C)=O)=NN1C(C)=O)C(=O)N2CC (centres undefined)
→ · | -20
> Cc1cccc(N/N=C(\C#N)S(=O)(=O)C(C)(C)C)c1
→ · | -33
> Fc1cccc(Nc2nc(Cl)nc(Cl)n2)c1
→ · | -8
> O=C(COC(=O)c1cccc(S(=O)(=O)NCc2ccccc2)c1)NCC1CCCO1 (centres undefined)
→ · | -11
> C/C=C/c1ccc(OCCCCNCc2ccco2)c(OC)c1
→ · | 12
> C=CCNC(=O)NC(=O)COC(=O)c1nc2nccc(C)n2n1
→ · | -14
> CCn1cc(C(=O)OC)c(=O)c2cc(S(=O)(=O)N(C)C3CCCCC3)ccc21
→ · | 28
> Oc1ccc(-c2[nH]ncc2-c2nc3ccccc3s2)c(O)c1
→ · | -32
> COc1cc(S(=O)(=O)Nc2ccccc2C)ccc1NC(=O)c1ccncc1
→ · | -12
> O=C(CNC(=O)c1ccccc1Br)N/N=C/c1ccccc1O
→ · | 17
> Nc1nc(F)cc(N2CCCCCC2)n1
→ · | 1
> COc1ccc(Cl)cc1NC(=S)N1CCN(c2ncccn2)CC1
→ · | 4
> O=S(N1CCCCC1)C12CC3CC(CC(C3)C1)C2 (centres undefined)
→ · | 10
> N#CCC(=O)Nc1ccc(C(=O)OCC(=O)Nc2ccccc2-c2ccccc2)cc1
→ · | -27
> CCOC(=O)c1sc(=NC(=O)COc2ccc(Cl)cc2)n(C)c1C
→ · | 0
> Cn1nc(-c2ccccc2)c(CO)c1Oc1cccc(C(F)(F)F)c1
→ · | -12
> Nc1cc(N2CCCC2)ccc1[N+](=O)[O-]
→ · | 8
> Cc1cc(C)c(C(=O)CN2C(=O)NC3(CCCCCC3)C2=O)cc1C
→ · | -54
> O=C1CSC(c2cccc([N+](=O)[O-])c2)N1c1c(F)cccc1F (centres undefined)
→ · | -13

A portion of the library; rates above refer to the full screens.
